From PubChem BioAssay
PLC-gamma1 inh: PLC-gamma1 (human) inhibition, primary screen; P19174; purified PLC-gamma1, fluorogenic substrate, fluorescence; 370,000 tested, 0.84% active; inhibition, % at 12.2 µM; in the data active = inhibition above about 9.5%
ADAM17 inh: ADAM17 inhibition, QFRET primary screen | inhibition, % at 6.95 µM | recombinant ADAM17, EDANS/DABCYL FRET peptide cleavage | AID 720648 | 370,000 tested, 0.83% active;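 active = inhibition above the mean of compounds lying between control limits plus 3 SD, set per campaign, cut at about 8.5% in these data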;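 also: 0% = DMSO-only wells as the low control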
Rev-erbA mod: Rev-erb alpha (human) modulation; AID 1259318; 370,000 tested, 0.79% active; Rev-erbα–FITC-DNA binding, fluorescence polarization, 90 min; P20393; activity, % at 10 µM;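 active = activity above about 14%, limit read from the data; passing the limit was not always enough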;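 also: 0% = DMSO wells with 35 nM protein and 100% = DMSO wells with 750 nM protein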
DAX1 inh-1: inhibitors of human orphan nuclear receptor DAX1 (NR0B1); P51843; HEK293 Gal4-DAX1 luciferase reporter, luminescence; inhibition, % at 6.75 µM; 340,000 tested, 0.99% active; AID 504766;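 active = inhibition above the mean over all tested compounds plus 3 SD, cut at about 4.2% in these data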;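 also: 0% = DAX1-transfected cells with DMSO and 100% = empty-vector control cells with DMSO; inhibition shows as a rise in luminescence from relieved DAX1 repression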
MBD2 inh: blocks human MBD2 binding to methylated DNA. AID 686964. TR-FRET, MBD2 binding to methylated oligonucleotide. 370,000 tested, 0.31% active. inhibition, % at 4.4 µM. Q9UBB5; in the data active = inhibition above about 13%
ssDAF-12 act: activates DAF-12 receptor from parasite S. stercoralis. HEK293 ssDAF-12/GRIP1 lit1-tk-luc reporter, luminescence; % of 3 µM dafachronic acid response. activation, % at 6.8 µM. 370,000 tested, 1% active;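 active = activation above the mean over all tested compounds plus 3 SD, cut at about 0.9% in these data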;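 also: 0% = DMSO-only wells and 100% = 3 µM delta7-dafachronic acid wells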
DAX1 inh-2: inhibitors of DAX1 repression of SF-1 activated StAR promoter; HEK293T StAR-luciferase reporter, SF-1/DAX-1 repression relief; inhibition, % at 6.8 µM; 370,000 tested, 1.1% active; AID 652010;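 active = inhibition above the mean over all tested compounds plus 3 SD, cut at about 3.6% in these data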;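 also: 0% = DAX-1 cells with DMSO and 100% = cells lacking DAX-1 with DMSO; higher inhibition means more luminescence from relief of DAX-1 repression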
SMARCA2 activ: increases SMARCA2 function in MMTV reporter cells; 370,000 tested, 1% active; MG213 cells, MMTV-luciferase reporter, dexamethasone, overnight; activation, % at 9.1 µM; in the data active = activation above about 7.8%;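 also: 0% = vehicle wells and 100% = reference activator wells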
PLC-beta3 inh: inhibitors of human phospholipase C beta3; Purified PLC-beta3, fluorogenic substrate, fluorescence; 370,000 tested, 0.18% active; Q01970; inhibition, % at 12.2 µM; AID 720704; in the data active = inhibition above about 11%;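 also: 0% = median of compound wells on plate and 100% = full blocker control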
Target sequence (Q01970 whole entry, looked up): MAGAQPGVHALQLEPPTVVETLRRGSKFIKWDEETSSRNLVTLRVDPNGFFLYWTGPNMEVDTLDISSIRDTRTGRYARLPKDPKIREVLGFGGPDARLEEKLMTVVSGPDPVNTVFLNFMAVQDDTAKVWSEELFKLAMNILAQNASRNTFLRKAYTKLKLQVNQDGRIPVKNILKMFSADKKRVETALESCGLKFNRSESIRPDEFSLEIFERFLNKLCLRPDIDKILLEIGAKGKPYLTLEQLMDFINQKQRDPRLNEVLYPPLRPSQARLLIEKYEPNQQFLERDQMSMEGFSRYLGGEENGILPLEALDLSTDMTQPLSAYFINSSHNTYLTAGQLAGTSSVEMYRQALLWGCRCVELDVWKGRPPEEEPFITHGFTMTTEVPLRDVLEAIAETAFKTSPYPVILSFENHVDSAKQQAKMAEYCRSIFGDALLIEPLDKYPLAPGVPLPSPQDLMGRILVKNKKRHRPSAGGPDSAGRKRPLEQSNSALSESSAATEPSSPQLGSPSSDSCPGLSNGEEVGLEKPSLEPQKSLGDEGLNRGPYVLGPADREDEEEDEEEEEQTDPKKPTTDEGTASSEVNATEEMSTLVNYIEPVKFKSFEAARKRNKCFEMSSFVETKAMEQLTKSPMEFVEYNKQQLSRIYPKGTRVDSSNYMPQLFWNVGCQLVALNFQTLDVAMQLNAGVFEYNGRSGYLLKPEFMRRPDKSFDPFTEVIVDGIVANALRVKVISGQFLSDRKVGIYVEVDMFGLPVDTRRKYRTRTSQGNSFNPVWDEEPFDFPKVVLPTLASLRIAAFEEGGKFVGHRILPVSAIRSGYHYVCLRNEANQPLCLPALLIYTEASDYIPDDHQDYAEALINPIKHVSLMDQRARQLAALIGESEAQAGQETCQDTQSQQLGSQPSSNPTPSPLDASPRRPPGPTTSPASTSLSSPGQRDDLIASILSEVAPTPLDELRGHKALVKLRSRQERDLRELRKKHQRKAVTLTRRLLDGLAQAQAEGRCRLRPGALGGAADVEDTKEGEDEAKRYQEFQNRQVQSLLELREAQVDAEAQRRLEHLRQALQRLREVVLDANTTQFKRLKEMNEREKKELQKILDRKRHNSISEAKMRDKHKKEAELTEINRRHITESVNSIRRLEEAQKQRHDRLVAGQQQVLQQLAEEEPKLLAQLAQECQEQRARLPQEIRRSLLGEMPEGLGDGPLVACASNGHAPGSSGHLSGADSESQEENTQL
hcDAF12 agonist: activators of H. contortus DAF-12 nuclear receptor | HEK293 hcDAF-12 lit1-tk-luc reporter, luminescence; 0% DMSO, 100% Δ7-dafachronic acid | activation, % at 6.8 µM | 370,000 tested, 1.4% active | AID 652067;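 active = activation above the mean of all tested compounds plus 3 SD, cut at about 5.5% in these data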;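 also: 100% = response to 3 µM Δ7-dafachronic acid high control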
hgDAF-12 ag: activates the H. glycines DAF-12 receptor ligand-binding domain; activation, % at 6.8 µM; AID 687014; HEK293 GAL4-hgDAF12 UAS-luciferase reporter, agonist luminescence; normalized to butyrate control; 370,000 tested, 1.8% active;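 active = activation above a cutoff set at the mean of all screened compounds plus 3 SD, cut at about 10% in these data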;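 also: 0% = DMSO wells and 100% = sodium butyrate wells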
The depositor's hits bear a star; . = not tested or not shown. Not a hit list; 7.4% or so of the library scored in one or more.

SMILES	PLC-gamma1 inh	ADAM17 inh	Rev-erbA mod	DAX1 inh-1	MBD2 inh	ssDAF-12 act	DAX1 inh-2	SMARCA2 activ	PLC-beta3 inh	hcDAF12 agonist	hgDAF-12 ag
COC(=O)[C@@]12CCCCN1[C@H](c1ccc(-c3cccc(Cl)c3)cc1)[C@H]1C(=O)N(C)C(=O)[C@H]12	1	2	-2	0.1	-7	-0.9	1.1	2	1	-2.2	0.6
Nc1cnc(Nc2ccc(Br)cc2)nc1N	-8	-2	0	-0.2	-7	-0.8	0.4	3	-17	1.3	2.3
O=C(Nc1ccc(-c2ccc3nncn3n2)cc1)c1ccc(Br)o1	-123	-17	-13	0.3	-9	-0.6	-0.7	4	-172	-2.2	-0.4
Cc1cccc(N(C(=O)c2sc(C)nc2C)C(C(=O)NCC2CCCO2)c2ccccc2)c1 (stereo not drawn)	1	0	10	0.5	-2	-1.1	0.1	-2	-4	-0.5	4.1
Cc1ccc(C(=O)COC(=O)COc2ccccc2O)cc1C	0	-1	-7	-0.2	5	-1.1	0.1	-3	-10	2.1	1.2
Cc1ccc(-c2nc(CS(=O)CC(=O)NC3CCCC(C)C3C)c(C)o2)cc1 (stereo not drawn)	-1	-4	-10	0.5	2	-1.2	0.5	-1	-9	-1.3	-0.4
CCN(CC)S(=O)(=O)c1cccc(C(=O)OCC(=O)Nc2ccccc2OC(F)F)c1	2	2	4	0.6	0	-1.1	-0.1	-1	-2	-0.7	2.5
Fc1ccccc1Cn1nnc2c(NCc3ccccn3)ncnc21	8	2	0	-0.2	-1	-1.1	-0.6	-4	2	-0.5	-0.7
CCNS(=O)(=O)c1ccc(CCC(=O)Nc2ccc3c(c2)OCCO3)cc1	0	-1	-1	0.3	-8	-1.0	-0.4	0	-5	-1.9	-1.3
CN(C)c1ccc(C2SCCN2C(=O)c2ccc([N+](=O)[O-])cc2)cc1 (stereo not drawn)	6	6	-2	1.7	-7	-0.3	0.6	1	4	2.1	-1.4
C=CCSc1cc(C)nc2c(-c3ccc(Cl)cc3)c(C)nn12	-13	-2	1	1.5	1	-1.8	0.0	-5	-17	-1.7	-0.5
Cn1cc(/C=C(\NC(=O)c2ccccc2Cl)C(=O)N2CCOCC2)c2ccccc21	-1	1	2	1.8	3	-0.7	-0.8	-4	-10	-0.5	-0.8
NC(=O)C1CCN(C(=O)CSCc2ccccc2Cl)CC1	1	-2	-2	1.0	-5	-0.7	0.2	3	5	-1.4	1.7
COc1cc(F)ccc1-c1csc(C(C)(O)c2ccccc2)n1 (stereo not drawn)	4	10*	-1	.	-5	-1.3	-1.1	-5	1	-1.5	-1.8
O=c1[nH]ncn2cccc12	0	-3	2	-0.1	0	-1.0	-0.3	3	-2	-2.4	2.0
COc1cc(OC)cc(C(=O)OCC(=O)Nc2ccc(N3CCCCC3)cc2)c1	-3	-2	1	0.8	1	-1.0	-0.2	-2	-2	-0.8	-1.3
CC(=O)Nc1ccc(S(=O)(=O)NNC(=O)COc2cccc(C)c2)cc1	-1	-6	10	0.0	1	-0.7	-0.3	1	3	0.3	-0.6
C=CCN(C(=O)c1csnn1)C(C(=O)NCc1ccc(F)cc1)c1ccccc1F (stereo not drawn)	9	1	0	-0.4	-3	-0.7	0.1	-4	4	-0.8	-3.3
COCCNC(=S)NNc1ccccc1[N+](=O)[O-]	0	1	-2	0.1	-2	0.4	-0.5	1	2	8.7*	2.0
CC1CN(c2ccc([N+](=O)[O-])nc2)CC(C)O1 (stereo not drawn)	3	2	0	-0.6	-10	-1.8	0.1	4	-4	-1.0	1.2
CC(=NNC(N)=O)C1=C(O)C(C(C)C)NC1=O (stereo not drawn)	0	0	1	1.5	-3	-1.4	-0.3	-1	2	-0.8	0.6
CCCC(=O)Nc1nnc(-c2ccc3c(c2)OCO3)s1	-11	-35	7	1.9	5	-1.2	0.0	-3	-17	0.1	3.0
Cc1ccccc1S(=O)(=O)NC(=O)C1(C)CCN1C(=O)Cc1cc(F)ccc1F (stereo not drawn)	1	-3	-4	.	2	-1.2	-1.1	-2	-3	2.6	-1.3
O=C(NCc1ccccc1)C1CCCN(c2nc3ccsc3c(=O)s2)C1 (stereo not drawn)	2	-5	2	0.0	2	-0.5	0.0	-2	-4	-1.3	-0.3
COc1cc2c(OC)cccc2cc1C(=O)O	-199	-135	-9	-0.9	-2	-1.2	1.3	-4	-209	-0.6	-1.7

Ordered by value in SMARCA2 activ (highest first): three from the list above
structure | PLC-gamma1 inh | ADAM17 inh | Rev-erbA mod | DAX1 inh-1 | MBD2 inh | ssDAF-12 act | DAX1 inh-2 | SMARCA2 activ | PLC-beta3 inh | hcDAF12 agonist
O=c1[nH]ncn2cccc12 | 0 | -3 | 2 | -0.1 | 0 | -1.0 | -0.3 | 3 | -2 | -2.4
Cc1cccc(N(C(=O)c2sc(C)nc2C)C(C(=O)NCC2CCCO2)c2ccccc2)c1 (stereo not drawn) | 1 | 0 | 10 | 0.5 | -2 | -1.1 | 0.1 | -2 | -4 | -0.5
CCCC(=O)Nc1nnc(-c2ccc3c(c2)OCO3)s1 | -11 | -35 | 7 | 1.9 | 5 | -1.2 | 0.0 | -3 | -17 | 0.1

The main list resumes with the 4 entries that preceded the break.
SMILES	PLC-gamma1 inh	ADAM17 inh	Rev-erbA mod	DAX1 inh-1	MBD2 inh	ssDAF-12 act	DAX1 inh-2	SMARCA2 activ	PLC-beta3 inh	hcDAF12 agonist	hgDAF-12 ag
CCCC(=O)Nc1nnc(-c2ccc3c(c2)OCO3)s1	-11	-35	7	1.9	5	-1.2	0.0	-3	-17	0.1	3.0
Cc1ccccc1S(=O)(=O)NC(=O)C1(C)CCN1C(=O)Cc1cc(F)ccc1F (stereo not drawn)	1	-3	-4	.	2	-1.2	-1.1	-2	-3	2.6	-1.3
O=C(NCc1ccccc1)C1CCCN(c2nc3ccsc3c(=O)s2)C1 (stereo not drawn)	2	-5	2	0.0	2	-0.5	0.0	-2	-4	-1.3	-0.3
COc1cc2c(OC)cccc2cc1C(=O)O	-199	-135	-9	-0.9	-2	-1.2	1.3	-4	-209	-0.6	-1.7
CCOC(=O)C1CCCN(Cc2nc(C3CC3)no2)C1 (stereo not drawn)	-4	-1	-3	2.4	-3	-1.4	-0.1	0	-7	0.0	-0.5
O=C(CSc1nnc2n1CCCN2C(=S)Nc1ccc(Cl)cc1)c1ccccc1	2	-3	3	0.6	0	-0.8	0.2	2	0	-0.1	2.2
Cc1noc(C)c1NC(=O)Nc1cccc2c1O[C@H](CN(C)C(=O)NC(C)C)[C@@H](C)CN([C@H](C)CO)C2=O	0	-3	4	-0.6	4	-1.1	0.1	1	2	-0.6	-1.4
Cc1ccc(-n2cc(CN3CCN(C(=O)c4ncn[nH]4)CC3)c(-c3ccc(F)cc3)n2)cc1	3	-1	-1	-2.1	3	-2.0	-0.2	-2	-4	-3.5	0.3
Cn1c(O)c(N=Nc2nc(-c3ccccc3)cs2)c2ccccc21	1	0	4	1.4	0	-0.3	0.2	-1	2	12*	1.5
O=C(NCc1cccc(F)c1)C1CCC(=O)N(CC2CCCCC2)C1 (stereo not drawn)	0	0	-6	0.4	2	-0.8	1.1	-2	-3	0.3	-2.1
Cc1c(NC(=O)c2ccc(-c3ccc([N+](=O)[O-])cc3Cl)o2)c(=O)n(-c2ccccc2)n1C	1	-3	5	-0.2	0	-1.3	-0.7	6	1	-2.3	1.1
COc1ccc(CNC(=O)COC(=O)CCc2nc3ccccc3c(=O)[nH]2)cc1	0	-6	-3	3.3	0	-1.5	-0.6	-4	-7	-0.9	-0.3
Nc1cc(C(=O)N2CCCC2)cc(C(=O)N2CCCC2)c1	-5	-6	-1	0.1	-4	-0.1	1.1	1	-2	0.0	2.8
COc1ccc(NC(=O)C2CCC(=O)N2S(=O)(=O)c2ccc(C)cc2)c(OC)c1 (stereo not drawn)	4	2	-6	0.1	-5	-1.0	-0.4	2	6	-0.7	0.8
COc1ccc(/C=C2\CCCC3C2=NN(C(=O)CSc2ncn[nH]2)C3c2ccc(OC)cc2)cc1 (stereo not drawn)	-51	3	10	-1.5	-5	-2.0	0.1	-1	-64	0.1	1.9
O=C(C1CCC1)N1CCN(Cc2ccccc2)CC1	3	-2	2	-0.4	2	-1.2	-0.3	-2	4	-2.5	1.4
COc1ccccc1Oc1ccc(Oc2ccccc2OC)cc1	6	1	3	-1.0	1	-1.6	-0.9	3	-3	-2.0	1.1
Nc1nonc1-n1nnc(C(=O)N/N=C/c2cccs2)c1-c1ccc2c(c1)OCO2	-5	4	5	-0.1	-1	0.8	-0.3	-2	-28	-1.3	-0.1
Cc1cc(C)c(Cn2c(=O)n(CCCC(=O)NCc3ccco3)c(=O)c3ccccc32)c(C)c1	-1	-5	-1	0.1	1	-0.9	-0.2	0	3	-1.3	0.5
NC(=O)COC(=O)c1ccccc1Oc1ccccc1	-1	-6	.	2.6	2	-1.4	-0.6	0	-5	-0.5	-2.2
Cc1cccc(OCCC(=O)OC(C)C(=O)Nc2ccc(Cl)cn2)c1 (stereo not drawn)	-2	1	0	0.0	2	-0.5	0.8	0	-12	0.7	1.6
Cc1ccc(NC(=O)CCN2C(=O)C3C4CCC(C4)C3C2=O)cc1Cl (stereo not drawn)	-1	-4	2	0.8	0	-1.1	-0.9	-1	0	-1.1	0.6
CN(C(=O)c1coc(=O)c2ccccc12)c1ccc(F)cc1	-6	-2	1	-0.3	-4	-0.6	-0.7	-1	-5	-0.2	-0.8
COc1ccc(C(=O)Nc2ccc3c(c2)OCCO3)cc1Br	-3	0	0	2.4	-1	0.1	2.3	4	-4	2.3	15*
O=C(O)CC(c1ccccc1)n1cccc1 (stereo not drawn)	-2	-7	0	2.3	5	-1.2	-0.7	-1	-1	-0.6	-1.6
CS(=O)(=O)N1CCC(CO)(Cc2ccccc2C(F)(F)F)CC1	6	-2	5	1.5	3	-1.4	-1.3	4	-5	-2.0	-2.3
Cc1ccc(-n2nc3c(c2NC(=O)c2ccco2)CS(=O)(=O)C3)cc1C	2	1	1	-0.1	-5	-1.4	-2.3	8.8*	-6	0.0	0.6
COc1ccc(C)cc1Nc1c2c(nc3ccccc13)CCC2	-5	-3	-2	-0.9	2	-1.1	-1.2	-5	-7	-2.4	-3.5
CCOC(=O)c1ccc(NC(=O)CC2C(=O)N(c3ccccc3)C(=O)N2CCCOC)cc1 (stereo not drawn)	4	1	1	-0.1	-2	-1.2	-1.1	-2	2	-1.2	-0.7
Cc1ccccc1Nc1nn2c(=O)c3ccc(C(=O)N4CCCC(C)C4)cc3nc2s1 (stereo not drawn)	-2	-5	-1	-0.1	0	-1.1	1.2	-1	0	-1.2	-0.5
Cc1ccccc1S(=O)(=O)NC(=O)C1(C)CCN1C(=O)CC(c1ccccc1)c1ccccc1 (stereo not drawn)	1	-1	0	.	4	-1.1	-0.2	-1	0	0.2	0.5
Cc1ccc(OCC(O)CN2CCN(c3ccc(C)cc3)CC2)cc1 (stereo not drawn)	4	0	5	0.2	2	-0.3	-0.1	-1	1	-0.8	0.3
